PG9 binder = binds the HIV-1 gp120 antibody PG9; TR-FRET gp120-PG9 antibody binding; inhibition, % at 6.7 µM; 0.43% of 360,000 active; AID 624416; in the data active = inhibition above about 8.5%
Rev-erbA mod = modulates human Rev-erb alpha binding to DNA | P20393 | Rev-erbα–FITC-DNA binding, fluorescence polarization, 90 min | activity, % at 10 µM | 0.79% of 370,000 active | AID 1259318;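 active = activity above about 14%, limit read from the data; passing the limit was not always enough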;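 also: 0% = DMSO wells with 35 nM protein and 100% = DMSO wells with 750 nM protein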
hcDAF12 agonist = H. contortus DAF-12 activation, primary screen; HEK293 hcDAF-12 lit1-tk-luc reporter, luminescence; 0% DMSO, 100% Δ7-dafachronic acid; activation, % at 6.8 µM; 1.4% of 370,000 active;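 active = activation above the mean of all tested compounds plus 3 SD, cut at about 5.5% in these data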;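 also: 100% = response to 3 µM Δ7-dafachronic acid high control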
DAX1 inh-1 = inhibits human nuclear receptor DAX1. AID 504766. 0.99% of 340,000 active. HEK293 Gal4-DAX1 luciferase reporter, luminescence. inhibition, % at 6.75 µM;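 active = inhibition above the mean over all tested compounds plus 3 SD, cut at about 4.2% in these data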;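 also: 0% = DAX1-transfected cells with DMSO and 100% = empty-vector control cells with DMSO; inhibition shows as a rise in luminescence from relieved DAX1 repression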
Target sequence (P51843 207-470 limits assumed): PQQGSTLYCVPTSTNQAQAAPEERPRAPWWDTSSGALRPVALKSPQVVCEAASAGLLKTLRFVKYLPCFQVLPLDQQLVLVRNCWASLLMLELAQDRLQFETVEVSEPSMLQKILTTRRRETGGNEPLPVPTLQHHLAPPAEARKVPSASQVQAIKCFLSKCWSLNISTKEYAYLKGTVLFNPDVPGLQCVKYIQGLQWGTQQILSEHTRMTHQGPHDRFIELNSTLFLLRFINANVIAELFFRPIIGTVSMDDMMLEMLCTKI
DAX1 inh-2 = DAX1 (NR0B1) inhibition, primary screen. HEK293T StAR-luciferase reporter, SF-1/DAX-1 repression relief. inhibition, % at 6.8 µM. 1.1% of 370,000 active. AID 652010;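 active = inhibition above the mean over all tested compounds plus 3 SD, cut at about 3.6% in these data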;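 also: 0% = DAX-1 cells with DMSO and 100% = cells lacking DAX-1 with DMSO; higher inhibition means more luminescence from relief of DAX-1 repression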
SMARCA2 act = SMARCA2 function activation, primary screen; MG213 cells, MMTV-luciferase reporter, dexamethasone, overnight; activation, % at 9.1 µM; 1% of 370,000 active; AID 652017; in the data active = activation above about 7.8%;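 also: 0% = vehicle wells and 100% = reference activator wells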
ssDAF12 agonist = activates DAF-12 receptor from parasite S. stercoralis. HEK293 ssDAF-12/GRIP1 lit1-tk-luc reporter, luminescence; % of 3 µM dafachronic acid response. activation, % at 6.8 µM. 1% of 370,000 active;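 active = activation above the mean over all tested compounds plus 3 SD, cut at about 0.9% in these data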;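 also: 0% = DMSO-only wells and 100% = 3 µM delta7-dafachronic acid wells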
GAA850 FXN act = activators of GAA850 frataxin (FXN) promoter; 0.56% of 360,000 active; activation, % at 6 µM; HEK293 lucGAA850 FXN promoter luciferase reporter, 24 h; percent of 10 µM SAHA response; AID 540364;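 active = activation above the average of all compounds screened plus 3 SD, cutoff fixed separately per campaign, cut at about 7.5% in these data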;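 also: 0% = DMSO wells and 100% = 10 µM SAHA wells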
hgDAF-12 ag = agonists of H. glycines DAF-12 nuclear receptor. HEK293 GAL4-hgDAF12 UAS-luciferase reporter, agonist luminescence; normalized to butyrate control. activation, % at 6.8 µM. 1.8% of 370,000 active;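 active = activation above a cutoff set at the mean of all screened compounds plus 3 SD, cut at about 10% in these data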;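 also: 0% = DMSO wells and 100% = sodium butyrate wells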
PLC-beta3 inh = PLC-beta3 (human) inhibition, primary screen. Q01970. Purified PLC-beta3, fluorogenic substrate, fluorescence. AID 720704. inhibition, % at 12.2 µM. 0.18% of 370,000 active; in the data active = inhibition above about 11%;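 also: 0% = median of compound wells on plate and 100% = full blocker control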
sPLA2-III inh = Blocks human group III sPLA2 activity; Q9NZ20; QFRET BODIPY PC-A2 liposome hydrolysis, fluorescence; inhibition, % at 12.2 µM; 0.56% of 370,000 active; AID 743126;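 active = inhibition above mean plus 3 SD of compounds lying within the high and low control bounds, cut at about 19% in these data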;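 also: 0% = median of test compound wells and 100% = no enzyme DMSO wells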
Target sequence (Q9NZ20 whole entry, looked up): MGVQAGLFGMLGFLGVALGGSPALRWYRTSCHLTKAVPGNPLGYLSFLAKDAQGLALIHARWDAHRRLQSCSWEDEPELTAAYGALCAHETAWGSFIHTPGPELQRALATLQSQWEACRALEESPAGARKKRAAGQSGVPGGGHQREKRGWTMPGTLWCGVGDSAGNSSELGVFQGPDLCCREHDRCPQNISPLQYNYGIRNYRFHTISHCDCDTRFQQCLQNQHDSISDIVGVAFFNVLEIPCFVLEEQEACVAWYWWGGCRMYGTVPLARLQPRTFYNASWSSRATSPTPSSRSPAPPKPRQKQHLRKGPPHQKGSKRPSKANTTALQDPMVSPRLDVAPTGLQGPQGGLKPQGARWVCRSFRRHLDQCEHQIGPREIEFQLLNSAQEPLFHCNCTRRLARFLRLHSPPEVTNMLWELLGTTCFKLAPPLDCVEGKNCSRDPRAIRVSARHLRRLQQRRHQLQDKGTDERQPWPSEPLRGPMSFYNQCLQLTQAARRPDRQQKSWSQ
Numbers without * were called inactive; · = no result given; & = joins results of further samples.

Values in the order: PG9 binder | Rev-erbA mod | hcDAF12 agonist | DAX1 inh-1 | DAX1 inh-2 | SMARCA2 act | ssDAF12 agonist | GAA850 FXN act | hgDAF-12 ag | PLC-beta3 inh | sPLA2-III inh
> O=c1c2cc(-c3ccccc3)sc2nc2n1N=C(c1ccccc1)CS2
    -0.1 | -11 | 1.4 | 0.5 | 0.1 | -3 | -1.2 | 1.3 | 2.5 | -1 | -3
> O=S(=O)(c1cccc2nonc12)N1CCCCCC1
    -0.9 | 0 | -1.0 | -0.2 | 0.0 | -1 | 0.1 | 2.5 | 0.0 | 0 | -4
> CCOC(=O)C1CCCN(C(=O)/C=C/c2ccccc2)CC1 (stereo not drawn)
    -1.6 | -5 | 1.2 | · | -0.9 | -1 | -1.0 | 0.9 | 3.5 | 2 | 4
> OCCNc1nc2nonc2nc1NCCO
    -1.0 | 2 | 0.0 | 0.6 | -0.3 | -1 | -0.9 | -1.2 | -1.3 | 1 | 2
> Cc1ccc(C)c(-c2nnc(NC(=O)CCS(=O)(=O)c3ccc(F)cc3)o2)c1
    -1.1 | -6 | -1.0 | -0.6 | 0.5 | 0 | -1.0 | 0.9 | 1.6 | -4 | 1
> O=C(NNC(=O)c1ccc2nc[nH]c2c1)c1ccccc1
    0.2 | 1 | -1.1 | -0.1 | -0.1 | -3 | -1.6 | 0.4 | -0.7 | -6 | 10
> O=C(O)C1C2C=CC(C2)C1C(=O)N1CCN(C/C=C/c2ccccc2)CC1 (stereo not drawn)
    1.3 | 0 | 0.2 | 0.7 | -0.1 | 2 | -1.4 | -0.1 | 1.1 | 2 | 7
> c1ccc(Oc2ccc(-c3cc(NCCc4cccnc4)n4nccc4n3)cc2)cc1
    -0.8 | -1 | 0.8 | · | 0.5 | 7 | -2.0 | 0.2 | 0.1 | -196 | 1
> C[C@H](/C=C/[C@@]1(O)[C@H](C)C[C@H](O)CC1(C)C)O[C@@H]1O[C@H](CO)[C@@H](O)[C@H](O)[C@H]1O
    1.3 | -1 | 0.1 | 0.7 | -0.5 | -2 | -1.3 | 0.3 | -2.7 | 7 | 13
> COCCCNC(=O)COc1ccc(S(=O)(=O)NCc2ccccc2)cc1Cl
    -1.6 | -1 | -1.3 | -0.5 | -0.4 | -1 | -1.6 | 0.1 | -1.7 | 1 | -11
> CC(C)(C)[C@H]1C=C(C(=O)N2CCN(Cc3ccc4c(c3)OCO4)CC2)O[C@@H](OCCCCO)C1
    1.7 | -2 | -0.5 | 1.2 | 0.2 | -1 | -1.1 | -0.1 | -1.0 | 1 | -4
> CCc1nc(SCC(=O)NCCc2ccc(OC)c(OC)c2)c2c(=O)n(C)c(=O)n(C)c2n1
    -0.5 | -4 | -1.0 | -0.8 | 0.3 | 1 | -1.5 | -0.4 | -0.5 | 3 | 3
> CCC(CC)NC(=O)COC(=O)c1ccc2c(c1)C(=O)N(Cc1ccco1)C2=O
    2.2 | 0 | 0.4 | 0.7 | -0.4 | 0 | -1.5 | 1.7 | -0.3 | -8 | 10
> Cc1cc(C)c2nc(-c3ccccn3)cc(C(=O)NCCc3ccc(S(N)(=O)=O)cc3)c2c1
    30* | 8 | 0.7 | -0.6 | -0.5 | -1 | -0.6 | 1.8 | 2.0 | -64 | -1
> O=C(N[C@@H]1CC[C@H]2SC[C@H](C(=O)O)N2C1=O)OCC1c2ccccc2-c2ccccc21
    · | 3 | -1.1 | · | -0.9 | -3 | 0.1 | · | -1.4 | -6 | -3
> COc1ccc2c(c1)[nH]c1c(N3CCN(Cc4ccc5c(c4)OCO5)CC3)ncnc12
    1.6 | 0 | -4.0 | -3.4 | -3.6 | -7 | -2.4 | 0.0 | -4.9 | -5 | 0
> COc1cc(C2Nc3ccccc3C(=O)N2c2ccccc2)ccc1O (stereo not drawn)
    -1.6 | 14 | 1.0 | 1.0 | 1.0 | 3 | -1.0 | 2.1 | 5.1 | -107 | -5
> Cn1cnnc1SC1CCCCC1NS(=O)(=O)c1ccc(Cl)cc1 (stereo not drawn)
    -1.9 | 3 | -1.3 | 0.1 | 0.7 | 7 | -0.9 | 0.3 | 1.4 | 4 | -4
> CC1=C(C(=O)OCc2ccc([N+](=O)[O-])cc2)N2C(=O)C(NC(=O)Cc3ccccc3)C2SC1 (stereo not drawn)
    -0.5 | -8 | 0.9 | 2.1 | 0.5 | 2 | -0.8 | -1.3 | 0.7 | 2 | -3
> CCOC(=O)CSc1nc(N)nc(C)c1Br
    -0.9 | -4 | -0.4 | 0.2 | -0.1 | -1 | -1.6 | 1.4 | -0.2 | 1 | 1
> O=C(CCc1nnc2ccc(NCc3ccccc3)nn12)NC1CCCC1
    0.8 | -5 | 0.0 | 0.0 | 0.1 | -2 | -0.8 | 1.4 | -1.5 | -14 | 5
> COc1ccc(NC(=S)NCCCN2CCOCC2)cc1
    -0.2 | -1 | -0.2 | 3.1 | -0.1 | -1 | -0.9 | 0.5 | 0.8 | 1 | 22*
> COc1ccc(OC)c(NC(=O)C2=C(C)NC(=O)NC2c2cccs2)c1 (stereo not drawn)
    -1.0 | 2 | -0.9 | 0.1 | -1.1 | -1 | -1.1 | -2.8 | -0.9 | -9 | 9
> O=C(Nc1ccccc1)/C(=C\c1ccc(F)cc1)NC(=O)c1ccco1
    -1.4 | 9 | -0.3 | -0.7 | -0.2 | -2 | -1.6 | 1.7 | 0.8 | -5 | -4
> Cn1nc(C(=O)NCC(c2cccs2)N2CCOCC2)c2ccccc2c1=O (stereo not drawn)
    1.0 | -3 | -0.4 | -0.5 | -0.6 | 0 | -0.8 | 1.4 | -1.0 | 1 | 7
> COC1CCN(C(=O)c2cc(COc3ccc(-n4cncn4)cc3)on2)CC1
    0.6 | -2 | -1.0 | -0.2 | 0.4 | -1 | -1.3 | 2.5 | 0.1 | -4 | 1
> CCc1nc2c(c(=O)[nH]1)C1(CCCC1)Cc1ccccc1-2
    -0.6 | 0 | 0.1 | 0.4 | 0.1 | -1 | -1.7 | 2.8 | 0.3 | 1 | 3
> CCCCC1NC(=S)N(C2CCCCC2)C1=O (stereo not drawn)
    -1.6 | 2 | -2.8 | 0.1 | 0.1 | -3 | -1.7 | 3.2 | -1.7 | 0 | -71
> Cc1cccc(NC(=O)Cn2c(O)c(N=NC(N)=S)c3ccccc32)c1
    -3.2 | -2 | 3.1 | -0.7 | -0.2 | -1 | -1.1 | -5.4 | 4.4 | -4 | 7
> c1ccc2c(-c3[nH]ncc3CNCCCn3ncc4ccccc43)cccc2c1
    1.0 | 4 | -2.1 | -1.1 | -0.9 | -5 | -1.0 | 1.4 | -2.6 | -4 | -3

Entries listed so far with a COOH group (2):
Values in the order: PG9 binder | Rev-erbA mod | hcDAF12 agonist | DAX1 inh-1 | DAX1 inh-2 | SMARCA2 act | ssDAF12 agonist | GAA850 FXN act | hgDAF-12 ag | PLC-beta3 inh | sPLA2-III inh
> O=C(O)C1C2C=CC(C2)C1C(=O)N1CCN(C/C=C/c2ccccc2)CC1 (stereo not drawn)
    1.3 | 0 | 0.2 | 0.7 | -0.1 | 2 | -1.4 | -0.1 | 1.1 | 2 | 7
> O=C(N[C@@H]1CC[C@H]2SC[C@H](C(=O)O)N2C1=O)OCC1c2ccccc2-c2ccccc21
    · | 3 | -1.1 | · | -0.9 | -3 | 0.1 | · | -1.4 | -6 | -3

Later entries.
Values in the order: PG9 binder | Rev-erbA mod | hcDAF12 agonist | DAX1 inh-1 | DAX1 inh-2 | SMARCA2 act | ssDAF12 agonist | GAA850 FXN act | hgDAF-12 ag | PLC-beta3 inh | sPLA2-III inh
> CCOc1ccc(NC(=S)N/N=C(\C)Cc2ccc(OC)cc2)cc1
    -1.3 | -2 | -1.6 | -0.3 | 0.1 | -2 | -0.6 | 1.4 | -0.8 | 3 | 4
> O=C(O)C1=NN(c2c(F)c(F)cc(F)c2F)C(=O)CC1
    -1.9 | 5 | 0.7 | 1.1 | -0.2 | -2 | -1.1 | -1.2 | 2.1 | -3 | 0
> O=C(Nc1nc(-c2ccccn2)cs1)C1CC(=O)N(c2ccc3c(c2)OCCO3)C1 (stereo not drawn)
    -0.1 | -2 | -2.4 | -0.2 | -1.1 | -8 | -1.3 | -7.0 | -7.7 | -14 | -8
> Cc1cc(F)ccc1-c1cc(C(=O)Nc2ccc(F)cc2)[nH]n1
    -0.6 | -10 | 1.8 | · | 9.6* | 1 | 0.0 | 4.0 | 12* | 3 | -2
> Cc1ccc(S(=O)(=O)NC(=O)NN2CCCCCC2)cc1
    -2.1 | 8&-8 | 1.5 | 0.6 | 0.4 | 0 | -1.2 | -1.0 | -0.2 | 2 | 5
> O=C(Cn1cnc2c(nnn2-c2ccccc2)c1=O)NCC1CCCO1 (stereo not drawn)
    -0.1 | -4 | 0.2 | -0.6 | -0.5 | 0 | -0.1 | 0.8 | -2.1 | -1 | 14
> CCN(CC)S(=O)(=O)c1ccc(C(=O)NC2=C(C(=O)OC)SCC2)cc1
    0.1 | 0 | -0.8 | 1.1 | 0.2 | -3 | -1.3 | 2.1 | -1.5 | -3 | -21
> S=c1[nH]nc(-c2cc(-c3ccccc3)n[nH]2)n1/N=C/c1ccc(Cl)cc1
    1.9 | 2 | 0.6 | -1.2 | -0.3 | 1 | -2.2 | 1.4 | 1.9 | 6 | 17
> COc1ccc(C2CC(c3ccccc3)Nc3nc(NC(=O)c4cccs4)nn32)cc1 (stereo not drawn)
    0.1 | -4 | -0.5 | -0.1 | -0.7 | 0 | -1.2 | 1.9 | -0.9 | -2 | 5
> CCOc1ccc(S(=O)(=O)c2c[nH]c3ccccc3c2=O)cc1
    -0.5 | -3 | 0.6 | 2.2 | -0.2 | 1 | -0.1 | 2.1 | 2.0 | -5 | -5
> Cc1ccc(NC(=O)CCN2C(=O)c3ccccc3Sc3ncccc32)cc1
    -0.9 | -4 | -0.1 | -0.1 | -0.2 | 2 | -0.8 | 2.9 | -0.5 | -7 | -3
> CCN1CCCC1CNS(=O)(=O)c1ccc(F)c(Cl)c1 (stereo not drawn)
    1.2 | -1 | -1.6 | 4.4* | 0.1 | -1 | -0.9 | 1.4 | 3.7 | -2 | 2
> N/C(=N\OC(=O)CCCOc1ccccc1)c1cccc([N+](=O)[O-])c1
    -0.4 | -3 | 0.0 | 0.5 | -0.3 | -3 | -1.1 | 1.9 | -1.3 | 8 | 15
> Cc1ccc(-c2nnn(CC(=O)NC(=O)NC3CCCCC3)n2)cc1
    0.5 | 0 | -0.7 | -0.8 | -1.1 | -1 | -1.1 | 1.5 | -0.9 | 1 | -11
> COc1ccc(NC(=S)NNC(=O)C(C)n2nc(C)c([N+](=O)[O-])c2C)cc1 (stereo not drawn)
    -1.7 | 8 | 0.5 | -0.3 | -0.2 | -1 | -0.5 | -0.4 | 0.2 | 3 | -3
> O=C(NCC1COc2ccccc2O1)C1CCCN(S(=O)(=O)c2cccc3nsnc23)C1 (stereo not drawn)
    -0.8 | 2 | -2.4 | -0.6 | -0.4 | -1 | -1.7 | -1.2 | -1.1 | 1 | -1
> CC(=O)N1c2ccc(S(=O)(=O)N3CCC(C(=O)N4CCN(c5ccccc5)CC4)CC3)cc2CC1C (stereo not drawn)
    0.0 | 2 | -2.9 | -0.7 | -2.9 | -2 | -1.2 | 0.5 | 0.2 | 3 | -2
> Cc1cccc(NC(=O)CCNC(=O)c2ccccc2Cl)n1
    -0.9 | 7 | 1.4 | -0.1 | 0.5 | -1 | -1.3 | -0.3 | -1.3 | -1 | 0

Source: PubChem BioAssay (several laboratories)
